HP1b binding inh: HP1-beta chromodomain-methylated histone interaction inhibition; AID 540317; Potency, µM (highest dose often 114 µM), inactives show at the highest dose activity change, negative = inhibition, most hits filed as inhibitors; 0.56% of 390,000 active; AlphaScreen HP1-beta / biotin-H3K9me3 peptide binding; further: nearly all actives have a fitted effect of over 70% in size; inactives centre near 23
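Compound inhibition of the preformed complex between 50 nM HP1-beta and 50 nM biotinylated H3K9me3 peptide was read by AlphaScreen. Buffer was PBS pH 7.4 with 0.01% Tween-20. Incubations ran 30 min at room temperature, with 10 ug/mL donor/acceptor beads.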
RGS4 inh: human RGS4 inhibition; P49798; Transcreener GDP fluorescence polarization, RGS4-accelerated GTP hydrolysis; Potency, µM (top dose mostly 114 µM), inactives show top-dose activity change, negative = inhibition, usual class: inhibitors; 0.039% of 390,000 active; AID 504845; further: on the % scale 0 is the no-effect control and ±100 the full control effect; nearly all actives have a fitted effect of over 75% in size; some results filed as inactive show a strong effect at the top dose
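MLSMR compounds (23 nl, pin-transferred) preincubated 10 min at room temperature with a 500nM (2x) first reagent, then RGS4 at 900nM (2x) plus Transcreener GDP mix added; fluorescence polarization (620/688 nm) read before and after 90 min at 30 °C.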
JMJD2A Tudor: JMJD2A Tudor domain (human) inhibition; O75164; AlphaScreen JMJD2A-Tudor / H3K4me3 peptide binding; Potency, µM (top dose mostly 114 µM), without a hit: at the top dose activity change, negative = inhibition, usual class: inhibitors; 4.4% of 390,000 active; AID 504339; further: on the % scale 0 is the no-effect control and ±100 the full control effect; nearly all actives have a fitted effect of over 50% in size
GLS inh: glutaminase GLS (human) inhibition. O94925. GLS enzymatic activity, qHTS titration. Potency, µM (titrated, usually from 45.5 µM), without a hit: at the top dose activity change, negative = inhibition, usual class: inhibitors. 0.21% of 410,000 active; further: on the % scale 0 is the no-effect control and ±100 the full control effect
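Compounds were pin-transferred onto hKGA, after which L-glutamine (1 mM solution) and a detection mix of glutamate oxidase, HRP and Amplex Red were added. Initial and 30 min RT fluorescence reads were collected.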
ERG-DNA inh: ERG Ets/DNA interaction inhibition | P11308 | fluorescence polarization, His-ERG Ets domain / labelled DNA | Potency, µM (doses to about 76.9 µM), inactives show top-dose FP activity, negative = inhibition, hits mostly inhibitors | 0.028% of 370,000 active | AID 624246; active means well fitted inhibition curve with a large enough effect in the polarisation, with a control signal flat; inconclusive means small, poorly fitted or top-dose-only effect, or effect the other way, or a change in a side signal; inactive means no such curve, though single readings can be large or run the other way; the % refers to the polarisation;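 further: polarization taken with two DNA probes labelled with fluorescein and Texas red; % of control where 0% means no effect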
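His-tagged ERG Ets domain (1 uM in the protein solution; 300mM KCl, 50mM Tris-HCl, 1mM EDTA, 1mM DTT, pH 7.5) received compound, then a probe mix of 5 nM fluorescein-DNA and 100nM Texas-615-DNA. Fluorescence polarization was read for both dyes.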
Tb PGK inh: T. brucei PGK inhibition; P07378; AID 602233; Potency, µM (doses to about 57.5 µM), for inactives: top-dose activity change, negative = inhibition, usual class: inhibitors; PGK/GAPDH coupled, Kinase-Glo luminescence, 60 min; 0.043% of 380,000 active; further: on the % scale 0 is the no-effect control and ±100 the full control effect; nearly all actives have a fitted effect of over 60% in size
Target sequence (P07378 whole entry, looked up): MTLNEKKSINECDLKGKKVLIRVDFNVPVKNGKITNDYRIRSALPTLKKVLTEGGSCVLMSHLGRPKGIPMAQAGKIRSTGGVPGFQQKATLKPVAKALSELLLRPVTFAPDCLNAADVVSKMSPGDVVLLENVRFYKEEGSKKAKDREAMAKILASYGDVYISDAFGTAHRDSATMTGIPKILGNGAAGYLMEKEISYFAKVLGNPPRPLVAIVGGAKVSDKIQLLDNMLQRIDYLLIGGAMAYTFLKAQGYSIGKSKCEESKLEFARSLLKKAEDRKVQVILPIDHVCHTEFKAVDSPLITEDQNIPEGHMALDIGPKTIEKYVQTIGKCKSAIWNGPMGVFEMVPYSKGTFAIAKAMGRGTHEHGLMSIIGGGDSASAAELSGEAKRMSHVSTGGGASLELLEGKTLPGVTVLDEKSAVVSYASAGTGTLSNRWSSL
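Recombinant glycosomal PGK reaction used 1,3-bisphosphoglycerate generated in-well by GAPDH (100nM final) in 100mM TEA pH 7.6, 5mM MgCl2, 0.01% Tween-20. After 60 minutes at room temperature, ATP was read by Kinase-Glo Plus luminescence end-point.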
Pin1 inhibitor: inhibitors of human Pin1 | Q13526 | Pin1 FP peptide displacement, HiFluor488, 10 min | Potency, µM (series often up to 115 µM), for the others: at the top dose activity, negative = inhibition, most hits filed as inhibitors | 0.009% of 390,000 active; active means well fitted inhibition curve with a large enough effect in the polarisation, with a control signal flat, not every such curve was filed as active; inconclusive means small, poorly fitted or top-dose-only effect, or effect the other way, or a change in a side signal; inactive means no such curve, though single readings can be large or run the other way; the % refers to the polarisation; further: on the % scale 0 is the no-effect control and ±100 the full control effect
Target sequence (Q13526 whole entry, looked up): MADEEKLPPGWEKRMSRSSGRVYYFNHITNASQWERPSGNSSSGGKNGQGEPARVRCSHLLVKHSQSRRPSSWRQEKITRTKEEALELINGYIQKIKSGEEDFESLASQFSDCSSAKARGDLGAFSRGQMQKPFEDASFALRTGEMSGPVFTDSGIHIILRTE
12-LOX inh: ALOX12 (human) lipoxygenase inhibition; purified 12hLO, xylenol orange hydroperoxide absorbance; 1.1% of 580,000 active; Potency, µM (highest dose often 108 µM), for inactives: top-dose activity change, negative = inhibition, usual class: inhibitors; further: on the % scale 0 is the no-effect control and ±100 the full control effect
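Hydroperoxide product was detected by ferrous iron/xylenol orange as the 573 to 405 nm absorbance ratio. Arachidonic acid at 40 uM (final) was turned over for 30 min at room temperature by 150 nM human 12hLO, pH 7.0 Hepes buffer, after 15 min compound preincubation.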
TrxR1 inh: blocks rat thioredoxin reductase 1; O89049; recombinant rTrxR1, NADPH fluorescence consumption, selenite substrate; Potency, µM (titrated, usually from 114 µM), without a hit: top-dose activity change, negative = inhibition, hits mostly inhibitors; 1% of 390,000 active; further: on the % scale 0 is the no-effect control and ±100 the full control effect; nearly all actives have a fitted effect of over 65% in size
Target sequence (O89049 whole entry, looked up): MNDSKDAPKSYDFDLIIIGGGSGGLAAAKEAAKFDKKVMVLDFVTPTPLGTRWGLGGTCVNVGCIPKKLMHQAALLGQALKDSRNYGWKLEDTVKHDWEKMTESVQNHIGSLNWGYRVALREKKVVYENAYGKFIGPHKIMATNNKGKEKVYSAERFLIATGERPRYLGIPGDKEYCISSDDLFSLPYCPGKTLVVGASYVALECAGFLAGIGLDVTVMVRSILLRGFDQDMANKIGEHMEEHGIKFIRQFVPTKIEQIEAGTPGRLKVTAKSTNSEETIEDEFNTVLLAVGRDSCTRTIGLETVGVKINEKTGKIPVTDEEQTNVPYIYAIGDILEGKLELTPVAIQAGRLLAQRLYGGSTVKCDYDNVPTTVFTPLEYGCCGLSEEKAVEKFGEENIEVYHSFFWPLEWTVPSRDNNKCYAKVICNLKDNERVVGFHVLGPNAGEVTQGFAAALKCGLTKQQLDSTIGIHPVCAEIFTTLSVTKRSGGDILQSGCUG
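Rat TrxR1 (90 nM in the dispensed reagent) was pre-reduced with 400 uM NADPH for 5 min at room temperature, then incubated with compound for 15 min. After 400 uM selenite was added, NADPH fluorescence (Ex 340/Em 450 nm) was followed for 8 min.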
Active calls of the source: *; i = inactive; ? = inconclusive; · = not tested or not shown; [ ] = dose if it differs, or a comment. Unless noted, the call rests on the fitted dose curve; in most records, active means well fitted curve in the direction sought with a large enough effect; inconclusive means small, poorly fitted or top-dose-only effect, or another doubt; inactive means no such curve, though single readings can be large; an effect the other way counts as inactive or inconclusive. Potency means the concentration at half of the fitted maximal effect. A portion of the library; the hit share may differ from the screen's.

SMILES | HP1b binding inh | RGS4 inh | JMJD2A Tudor | GLS inh | ERG-DNA inh | Tb PGK inh | Pin1 inhibitor | 12-LOX inh | TrxR1 inh
Cc1c(Cc2ccc3c(c2)OCO3)sc(NC(=O)c2cccc3ccccc23)c1C(N)=O | ? | ? | ? | -18% | -3% | -8% | 24% | ? | 3%[57.1 µM]
O=C(CSc1nc(-c2ccc(Cl)cc2)nc2c1Cc1ccccc1O2)N1CCCCC1 | 38% | -10% | -8% | -11% | -4% | 3% | -8% | -27% | -3%
COc1ccc(Cl)cc1NC(=O)Nc1ccccc1C(N)=O | 37% | -8% | -5% | -6% | 7% | 11% | -7% | -2% | 30%
Cc1cccc(OCCCn2c(=O)oc3ccc(C)cc32)c1 | 189%[activator] | 6% | 177%[activator] | -5% | 17% | 2% | 4% | -1% | 0%[57.1 µM]
CN(CC(=O)NC1CCCCCCC1)S(=O)(=O)c1cnc[nH]1 | 28% | 25% | -11% | 0% | 4% | 3% | 1% | 6% | -8%
O=C(CCS(=O)(=O)c1cc(Br)cc2c1N(C(=O)C1CC1)CC2)N1CCN(c2cccc(Cl)c2)CC1 | 3% | -10% | -20% | -17% | -1% | i | -4% | -9% | 3%
COCCNC(=O)COc1ccc(Oc2ccccc2)cc1 | 43%[activator] | 27% | -14% | 15% | -1% | 2% | -5% | 0% | 35%[57.1 µM]
COc1ccc(C2c3c(ccc4ccccc34)Oc3ncn4nc(-c5ccco5)nc4c32)cc1OC (stereo unspecified) | 9% | -5% | -13% | 6% | -3% | 2% | 4% | -23% | 12%
CC(SC1=NCCN1S(=O)(=O)c1ccccc1)c1ccccc1 (stereo unspecified) | 79%[activator] | -28% | 38%[activator] | 1% | 3% | 2% | 1% | -2% | 3%
O=C(Cc1ccc(F)cc1)NCCc1csc(-c2cccc(F)c2)n1 | 26%[57 µM] | -3% | 4% | -2% | 3% | 7% | -6% | -29% | 12%[57.1 µM]
O=C(CS(=O)(=O)Cc1ccccc1)NCc1ccccc1Cl | 35% | -3% | -13% | 9% | 7% | 1% | -1% | -1% | -2%
CCOC(=O)C1C(c2ccc(O)c(OCC)c2)NC(=S)NC1(O)C(F)(F)F (stereo unspecified) | 57% | -40% | -24% | 66%[activator] | 0% | 6% | -4% | 0% | -9%
CCCOc1ccc(C(CC(=O)O)NC(=O)c2cccs2)cc1 (stereo unspecified) | 14% | 25% | -3% | 7% | -5% | -2% | -2% | 17% | -1%[2.29 µM]
CN(CCOC(=O)c1cccc(F)c1)Cc1ccccc1 | 26% | 12% | -1% | -1% | 0% | -3% | -3% | -10% | 12%
Cn1c(=O)c2[nH]c(N3CCCCC3)nc2n(C)c1=O | 71%[activator] | -4%[56.9 µM] | ? | 3% | 114%[activator] | 4% | ? | 62%[activator] | 3%
COc1cccc(CNC(=O)Cn2nc(C)c3c(C)n(-c4ccc(C)cc4)nc3c2=O)c1OC | 13% | 8% | -4% | 16% | -6% | 1% | -3% | -6% | -8%
CCc1nc(C)cn1S(=O)(=O)c1cc([N+](=O)[O-])ccc1Cl | 6% | -5% | -26% | 0% | 4% | i | -11% | -4% | -49%
CC(=O)N1c2ccc(S(=O)(=O)N3CCC(C(=O)N4CCN(c5ccc(Cl)cc5)CC4)CC3)cc2CC1C (stereo unspecified) | 24% | 19% | -7% | 13% | -8% | 0% | -6% | -18% | 1%
CC(Cl)C(=O)Nc1ncc(C(F)(F)F)cc1Cl (stereo unspecified) | 33% | 5% | -2% | -11% | -14% | -4% | -9% | -13% | 13%[57.1 µM]
Cc1ccc(SCC(=O)N2CCN(S(=O)(=O)c3cccs3)CC2)cc1 | 36% | 5% | -9% | 11% | 4% | i | -2% | ? | 11%[57.1 µM]

Compounds above with a CF3 group (2):
SMILES | HP1b binding inh | RGS4 inh | JMJD2A Tudor | GLS inh | ERG-DNA inh | Tb PGK inh | Pin1 inhibitor | 12-LOX inh | TrxR1 inh
CCOC(=O)C1C(c2ccc(O)c(OCC)c2)NC(=S)NC1(O)C(F)(F)F (stereo unspecified) | 57% | -40% | -24% | 66%[activator] | 0% | 6% | -4% | 0% | -9%
CC(Cl)C(=O)Nc1ncc(C(F)(F)F)cc1Cl (stereo unspecified) | 33% | 5% | -2% | -11% | -14% | -4% | -9% | -13% | 13%[57.1 µM]

New compounds follow.
SMILES | HP1b binding inh | RGS4 inh | JMJD2A Tudor | GLS inh | ERG-DNA inh | Tb PGK inh | Pin1 inhibitor | 12-LOX inh | TrxR1 inh
Cc1c(NC(=O)OCc2ccccc2)c(=O)n(-c2ccccc2)n1C | 30% | -4% | -9% | 4% | 5% | -6% | -13% | -1% | 11%
CCOc1ccc(CNC(=O)CCn2nc(C)c3c(C)n(-c4ccccc4)nc3c2=O)cc1 | 72%[activator] | -23% | -14% | -7% | 2% | -7% | -5% | -25% | 41%
CC1CC2(C)Oc3ccccc3C3OCC1(CO)C(C)C32 (stereo unspecified) | 32% | -12% | -1% | -6% | -1% | 4% | 5% | 4% | -2%[57.1 µM]
O=S(=O)(c1cccc(-c2n[nH]c(=S)n2-c2ccccc2Cl)c1)N1CCOCC1 | 23% | -23% | 22µM* | 1% | -10% | -7% | -8% | -7% | -9%[57.1 µM]
Cc1cccc(C2Nc3ccccc3C(=O)N2CCc2ccccc2)n1 (stereo unspecified) | 37%[activator] | -19% | -1% | 4% | · | 2%[11.5 µM] | -1% | -20% | 36%[activator]
COc1ccccc1-c1cc(C(=O)Nc2c(C)n(C)n(-c3ccccc3)c2=O)no1 | 9% | 4% | -8% | 6% | -5% | -1% | -2% | -11% | 22%
O=C(C=Cc1cccc(O)c1)c1ccccc1O | -9% | -51% | ? | 23% | -3% | i | · | ? | ?
Cc1nc(-n2nc(C)c(Cc3ccccc3Cl)c2C)sc1C(=O)N1CCC(C)CC1 | 35% | 2% | -6% | -22% | -3% | -6% | 0% | -27% | 24%
O=C(O)c1ccc(-n2cc(C(=O)c3ccccc3O)cn2)cc1 | 22% | -35% | -16% | -2% | 8% | -5% | -1% | -18% | -12%
Cc1cc(/C=C(\C#N)C(=O)Nc2ccc(F)cc2)c(C)n1-c1ccc(N2CCOCC2)c([N+](=O)[O-])c1 | 0% | -8% | -30% | 1% | -3% | -1% | -5% | 23% | 1%
O=C(CSC1CC(=O)N(c2ccc(C(=O)O)cc2)C1=O)Nc1ccc2ccccc2c1 (stereo unspecified) | 69%[activator] | -14% | -5% | -1% | 10% | -2% | 2% | -2% | 19%
CCN1CCN(C(=O)c2cnn(-c3ccc(F)cc3)c2-n2cccc2)CC1 | 43% | -33% | 1% | 8% | -4% | -5% | 0% | -42% | 3%
COc1cccc(/C=C2/SC(=S)N(CCCC(=O)Nc3ccc(O)cc3)C2=O)c1 | -3% | 9% | ? | -3% | 10% | -1% | 5% | -23% | 23%
O=C1CC2(CCCC2)Oc2ccc(Cl)cc21 | 56%[activator] | -1% | 17% | -5% | -7% | 7% | -7% | -4% | 11%
COc1cccc(-c2cc(C(=O)O)[nH]n2)c1 | 31% | -19% | -26% | 16% | 1% | -2% | -9% | ? | 14%[57.1 µM]
Cc1ccc(C)c(NC(CC(=O)c2ccccc2)C(=O)OCC(=O)c2cccs2)c1 (stereo unspecified) | 19% | ? | -26% | 3% | -12% | -7% | 10% | -6% | 45µM*
O=C(NC1CCCC1)c1ccc(COc2ccccc2Br)o1 | 44%[activator] | 17% | -3% | 0% | 12% | 2% | 0% | -6% | ?
Cc1ccc(C)c(CSc2ccc3nnc(CCNS(=O)(=O)c4ccccc4)n3n2)c1 | 52%[activator] | 11% | -1% | 1% | 0% | 8% | -5% | 0% | 5%
CCC1CCCCN1Cc1c(O)ccc2c(=O)c(-c3ccccc3OC)coc12 (stereo unspecified) | 26% | -6% | -4% | -7% | -22% | -10% | -4% | 0% | ?
CC(C(=O)Nc1ccc2c(c1)OCCO2)N1Cc2ccccc2C1=O (stereo unspecified) | 16% | 23%[11.4 µM] | -13% | 4% | 1% | i | -5% | -8% | -15%
CC1CCCCC12NC(=O)N(CC(=O)Nc1ccc3[nH]c(=O)[nH]c3c1)C2=O (stereo unspecified) | 7% | 6% | -11% | 16% | 4% | -6% | -10% | -17% | 5%
Cc1cc(C)c(OCCOCCN2CCCC2)c(C)c1 | ? | 8% | ? | 17% | -14% | 8% | -3% | ? | 7%
CC(=O)Nc1nonc1-c1nnc(SCC(=O)Nc2c(C)cccc2C)n1-c1ccccc1 | 16% | 20% | -19% | 4% | 17% | -7% | 4% | -21% | 23%
COc1cccc(NC(=O)CN(C)C(=O)c2c(C)nn(CC(C)C)c2Cl)c1 | 46%[activator] | -8% | 6% | 2% | 12% | -6% | -2% | 0% | 7%
CCOc1ccccc1N1CCN(C(=O)CN2C(=O)NC3(CCCC3)C2=O)CC1 | 18% | -42% | 4% | 5% | · | 6% | -2% | -17% | -6%
O=C(COC(=O)c1ccc(Cl)nc1)Nc1ccc2c(c1)CCC2 | 22% | 12% | -23% | 5% | -5% | 12% | 4% | ? | 11%
COc1cccc(CN2CC(C(=O)N3CCCCCCC3)CCC2=O)c1 (stereo unspecified) | 23% | 11% | 3% | 3% | 7% | 1% | -2% | ? | 5%

An excerpt of these results, comma-delimited.
canonical_smiles,HP1b binding inh,RGS4 inh,JMJD2A Tudor,GLS inh,ERG-DNA inh,Tb PGK inh,Pin1 inhibitor,12-LOX inh,TrxR1 inh
Cc1cc(C)c(OCCOCCN2CCCC2)c(C)c1,?,8%,?,17%,-14%,8%,-3%,?,7%
CC(=O)Nc1nonc1-c1nnc(SCC(=O)Nc2c(C)cccc2C)n1-c1ccccc1,16%,20%,-19%,4%,17%,-7%,4%,-21%,23%
